a7 integrin act – activators of alpha7 integrin expression for muscular dystrophy; AID 624291; Potency, µM (highest dose often 38.3 µM), for the others: at the top dose activation, hits mostly activators; alpha7betagal myoblasts, beta-gal FDG fluorescence, 48 h; 350,000 compounds, 0.064% hits;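 further: potency means the concentration at half of the fitted maximal effect; 100% = response of the positive control SU9516; nearly all actives have a fitted effect of over 60% in size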
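Alpha7betagal+/- myoblasts (passage 13) were plated 16-24 hr, then exposed to compounds (1:260 dilution of DMSO stock) for 48 hours at 37C. After MPER lysis, β-galactosidase reporter activity was read as FDG fluorescence (ex 480/em 540) after 30 minutes.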
TSHR antagonist – blocks TSH signaling through the human TSH receptor; P16473; TSHR-expressing cells, TSH-stimulated cAMP HTRF, 2 h; hits give low values; activity change, negative = inhibition, % at 11.5 µM; 330,000 compounds, 0.2% hits; AID 504810;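 active means activity change below a set negative limit, meaning inhibition stronger than a set level, cut at about -70% in these data; inconclusive means activity change between two set negative limits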; further: on the % scale 0 is the no-effect control and ±100 the full control effect
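Read-out is FRET at 665 nm (cryptate excitation 337 nm) from a cryptate-tagged anti-cAMP antibody, competed by cell cAMP against cAMP-d2. Compounds are tested on freshly harvested TSHR cells challenged with 4nM TSH (EC80) for 2 hours at 37 deg C.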
ASM inhibitor – inhibitors of human secretory acid sphingomyelinase | Potency, µM (highest dose often 57.5 µM), inactives show at the top dose activity change, negative = inhibition, hits mostly inhibitors | P17405 | placental ASM, HMU-PC fluorogenic substrate, 60 min | 340,000 compounds, 0.006% hits; further: potency means the concentration at half of the fitted maximal effect
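Fluorescence read-out (Ex 386 nm, Em 447 nm) after stopping the reaction at pH 10. Enzyme: ASM from human placenta; substrate HMU-PC0, 9 uM final; 60 min, 37 °C. Compound preincubation 10 min, ambient temperature.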
MBNL1-CUG inh – inhibitors of human MBNL1 binding to CUG repeat RNA; Q9NR56; TR-FRET MBNL1-His/biotin-(CUG)12 binding, 665/545 ratio; Potency, µM (titrated, usually from 57.5 µM), without a hit: top-dose activity change, negative = inhibition, most hits filed as inhibitors; 280,000 compounds, 0.036% hits; AID 2675; active means well fitted inhibition curve with a large enough effect in the signal ratio, with a control signal flat, not every such curve was filed as active; inconclusive means small, poorly fitted or top-dose-only effect, or effect the other way, or a change in a side signal; inactive means no such curve, though single readings can be large or run the other way; the % refers to the signal ratio; further: potency means the concentration at half of the fitted maximal effect; on the % scale 0 is the no-effect control and ±100 the full control effect
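Inhibition of protein-RNA binding appears as loss of TR-FRET between terbium anti-His antibody on MBNL1-His and streptavidin-XL665 on biotin-(CUG)12. Activity is normalized to buffer-only and uninhibited-complex controls.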
TCR activator – activators of T cell receptors. primary human leukocytes, anti-CD3, IL-2 HTRF, 48 h. Potency, µM (titrated, usually from 9.22 µM), for inactives: at the top dose activation of IL-2 secretion, actives largely listed as activators. 330,000 tested, under 10 active. AID 504894; further: % of control where 0% means no effect
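Using a-CD3 beads without co-stimulation, primary human leukocytes were exposed to compounds for 48 hr. An HTRF IL-2 kit measured the cytokine, with europium-to-d2 energy transfer producing emission at 665nm upon 320nm excitation.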
PTAP TSG101 blk – blocks PTAP/TSG101 interaction to inhibit HIV-1 budding. 340,000 tested, under 10 active. Potency, µM (titrated, usually from 115 µM), for inactives: at the top dose activity change, negative = inhibition, most hits filed as inhibitors. AID 493005. Fluorescence polarization, FITC-PTAP peptide / Tsg101 binding. Q99816; active means well fitted inhibition curve with a large enough effect in the main read-out, with a control signal flat, not every such curve was filed as active; inconclusive means small, poorly fitted or top-dose-only effect, or effect the other way, or a change in a side signal; inactive means no such curve, though single readings can be large or run the other way; further: potency means the concentration at half of the fitted maximal effect; % of control where 0% means no effect
Target sequence (Q99816 whole entry, looked up): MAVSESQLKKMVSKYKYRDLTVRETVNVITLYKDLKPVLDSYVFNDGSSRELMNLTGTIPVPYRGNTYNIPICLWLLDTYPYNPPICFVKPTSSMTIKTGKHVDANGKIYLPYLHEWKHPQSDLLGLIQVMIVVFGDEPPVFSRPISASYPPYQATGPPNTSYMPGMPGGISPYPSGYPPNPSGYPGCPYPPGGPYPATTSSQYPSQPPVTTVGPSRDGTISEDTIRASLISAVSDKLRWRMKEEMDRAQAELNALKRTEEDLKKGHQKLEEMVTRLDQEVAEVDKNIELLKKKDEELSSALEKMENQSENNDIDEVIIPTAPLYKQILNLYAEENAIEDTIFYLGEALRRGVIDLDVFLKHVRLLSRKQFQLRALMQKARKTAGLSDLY
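Compounds were pin-transferred onto Tsg101 binding domain (10 uM final) in HEPES pH 7.5 buffer, then FITC-PTAP peptide was added at 50 nM final. After 20 min at RT, polarization reported peptide displacement across a qHTS concentration series.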
AT treatment – candidate therapy for ataxia-telangiectasia | […] A-T fibroblasts, KAP-1 phosphorylation AlphaLISA; neocarzinostatin DNA damage 30 min before lysis | Potency, µM (top dose mostly 57.5 µM), for inactives: at the highest dose activation, usual class: activators | 320,000 compounds, 0.19% hits | AID 485349; further: potency means the concentration at half of the fitted maximal effect; % of control where 0% means no effect; nearly all actives have a fitted effect of over 45% in size
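ATM-like activity read as KAP-1 phosphorylation via AlphaLISA donor/acceptor antibody pairs after lysis and 6 hr at 25C. Cells were ATM-null patient fibroblasts ([…], hTERT), dosed 60 min, then exposed to the DSB inducer NCS for 30 min.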
CXXC DNA block – blocks binding of human MLL CXXC domain to DNA; Q03164; MLL-CXXC / FITC-HOXA9 DNA fluorescence polarization; 290,000 compounds, 0.037% hits; Potency, µM (doses to about 115 µM), inactives show top-dose activity change, negative = inhibition, actives largely listed as inhibitors; active means well fitted inhibition curve with a large enough effect in the polarisation, with a control signal flat, not every such curve was filed as active; inconclusive means small, poorly fitted or top-dose-only effect, or effect the other way, or a change in a side signal; inactive means no such curve, though single readings can be large or run the other way; the % refers to the polarisation; further: potency means the concentration at half of the fitted maximal effect
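Fluorescence polarization: 7 uM MLL-CXXC (stock) preincubated 5 min with compounds, then 50 nM fluorescein-HOX-A9 DNA (stock) added; 30 min ambient. Buffer 50 mM Tris-HCl pH 7.5, 50 mM NaCl, 1 mM DTT, 0.05% BSA.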
Mito fusion act – mitochondrial division inhibition or fusion activation | Potency, µM (highest dose often 46.1 µM), without a hit: top-dose growth rescue (activation), most hits filed as activators | S. cerevisiae fusion-defective mutant growth rescue, CellTiterGlo 48 h | 320,000 compounds, 0.23% hits | AID 485298;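 further: potency means the concentration at half of the fitted maximal effect; % of control where 0% means no effect; nearly all actives have a fitted effect of over 45% in size; temperature-sensitive fusion mutants such as fzo1-1 at 37 °C on non-fermentable ethanol glycerol medium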
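Yeast fusion mutant, YPEG (non-fermentable carbon), compound, 48 h at 37C non-permissive; CellTiterGlo added, 10 min RT, luminescence read. Rescued growth = division inhibition.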
Menin-MLL TR inh – menin-MLL binding inhibition, Texas Red mutant peptide; O00255; Menin + Texas Red MLL mutant peptide, fluorescence polarization; Potency, µM (series often up to 61.6 µM), without a hit: at the highest dose FP activity change, negative = inhibition, usual class: inhibitors; 270,000 compounds, 0.23% hits; active means well fitted inhibition curve with a large enough effect in the polarisation, with a control signal flat, not every such curve was filed as active; inconclusive means small, poorly fitted or top-dose-only effect, or effect the other way, or a change in a side signal; inactive means no such curve, though single readings can be large or run the other way; the % refers to the polarisation; further: potency means the concentration at half of the fitted maximal effect; % of control where 0% means no effect; many of its hits are not listed in these tables
Target sequence (O00255 whole entry, looked up): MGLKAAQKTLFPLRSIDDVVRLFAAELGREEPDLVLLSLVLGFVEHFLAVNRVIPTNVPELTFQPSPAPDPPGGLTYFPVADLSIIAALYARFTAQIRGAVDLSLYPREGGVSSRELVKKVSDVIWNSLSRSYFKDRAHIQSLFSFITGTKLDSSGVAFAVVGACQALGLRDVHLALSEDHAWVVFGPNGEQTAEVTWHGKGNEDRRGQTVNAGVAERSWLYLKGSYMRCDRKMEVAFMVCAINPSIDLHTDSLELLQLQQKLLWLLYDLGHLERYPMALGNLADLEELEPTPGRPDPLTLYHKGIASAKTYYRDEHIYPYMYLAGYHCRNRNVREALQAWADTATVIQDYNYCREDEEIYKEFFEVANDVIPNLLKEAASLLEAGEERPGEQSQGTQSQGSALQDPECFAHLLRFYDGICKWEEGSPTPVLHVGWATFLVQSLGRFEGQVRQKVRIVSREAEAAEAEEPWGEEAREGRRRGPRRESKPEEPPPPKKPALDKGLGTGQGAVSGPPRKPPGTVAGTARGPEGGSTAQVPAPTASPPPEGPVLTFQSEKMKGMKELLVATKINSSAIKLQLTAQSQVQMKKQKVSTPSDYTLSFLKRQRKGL
Numbers without * were called inactive; i = inactive; ? = inconclusive; . = no result given; & = joins results of further samples; [ ] = remark or other dose. Unless noted, the call rests on the fitted dose curve; in most records, active means well fitted curve in the direction sought with a large enough effect; inconclusive means small, poorly fitted or top-dose-only effect, or another doubt; inactive means no such curve, though single readings can be large; an effect the other way counts as inactive or inconclusive. Only part of the results is shown; rates above refer to the full screens.

SMILES	a7 integrin act	TSHR antagonist	ASM inhibitor	MBNL1-CUG inh	TCR activator	PTAP TSG101 blk	AT treatment	CXXC DNA block	Mito fusion act	Menin-MLL TR inh
OC(COc1ccc(-c2ccccc2)cc1)CN1CCOCC1 (stereo not drawn)	.	2	.	0%	.	.	-2%	-1%	1%	0%
O=C(Nc1cccc2nsnc12)c1cccs1	-1%&32%	-11&15	61%&34%[activator]	?	2%&3%	-5%&-4%	2%&1%	8%&0%	-2%&0%	51%&15%[activator]
Cc1cc(C)n2nc(CC(=O)NNC(=O)COc3ccccc3)nc2n1	?	-7	3%	3%	-2%	-7%	2%	3%	8%	.
COc1ccc(-n2ccnc2SCC(=O)NCc2ccccc2)c(OC)c1	-8%	2	1%	-1%	.	-2%	4%	2%	1%	-7%
CC(NC(=O)CN1CCN(c2cccc(Cl)c2)CC1)c1ccccc1 (stereo not drawn)	23%	6	-1%	-2%	-5%	-10%	-10%	0%	9%	1%
COc1ccc(-c2cc(C(=O)N3CCCC3)no2)cc1OC	-26%	-8	-1%	-4%	4%	-3%	5%	1%	-6%	1%
COc1cc([N+](=O)[O-])ccc1NC(=O)NNC(=O)c1sccc1C	0%	-14	-4%	?	3%	-1%	6%	-15%	0%	16%
CC(=O)C(Sc1nc(N2CCOCC2)nc(N2CCOCC2)n1)C(=O)Nc1ccccc1 (stereo not drawn)	-20%	-12	-4%	-10%	6%	-5%	12%	4%	-6%	?
CC(=O)Nc1ccc(Oc2cncc(Cl)c2)nc1	31%	6	2%	4%	9%	-1%	53%	16%	-2%	.
Cc1ccccc1C(=O)N1CCC(C(=O)OCc2ccccn2)CC1	20%	-1	1%	.	-2%	1%	1%	.	.	.
COc1ccc(S(=O)(=O)NNC(=O)c2cccs2)cc1	3%	1	1%	-6%	6%	-10%	-4%	-2%	-2%	2%
COCc1nnc(NC(=O)c2ccc3c(c2)OCO3)s1	13%	3	4%	-10%	6%	1%	0%	1%	-11%	2%
COc1cccc(CN2CCN(Cc3cccc4c3OCO4)CC2CCO)c1 (stereo not drawn)	-23%	-4	-2%	?	-2%	1%	-4%	-9%	-1%	13%
CCN(CC)C(=O)CSc1nnnn1-c1ccc(F)c(Cl)c1	-16%	17	1%	-6%	-4%	-7%	-1%	17%	2%	-8%
CC(C)(C)NC(=O)N1CCn2cccc2C1c1ccccc1F (stereo not drawn)	-23%	-4	3%	-3%	2%	-5%	-2%	3%	2%	-15%
O=C(COC(=O)CNC(=O)c1ccccc1)NCCCc1ccccc1	4%	-14	-1%	.	4%	-11%	7%	.	.	.
Cc1ccc(Nc2c(-c3ccc(N4CCOCC4)cc3)nc3cnccn23)cc1	-26%	-5	84%[activator]	22%	7%	-1%	-3%	0%	-6%	.
COCCn1c(=S)[nH]c2cc(C(=O)N3CCN(c4ccccc4OC)CC3)ccc2c1=O	19%[7.66 µM]	-1	-1%	2%	8%	-9%	-4%	2%	2%	-3%
COc1cc(Cl)c(CN2CCCC(CO)(Cc3ccccc3F)C2)cc1OC (stereo not drawn)	8%	3	1%	-3%	1%	-3%	4%	-3%	0%	-29%
CN(C)S(=O)(=O)N1CCN(c2ccc([N+](=O)[O-])c(N3CCOCC3)c2)CC1	0%	-6	-10%	?	-1%	-2%	0%	-4%	0%	8%
O=C(OCCc1cc2ccccc2c(=O)o1)c1ccc2c(c1)OCO2	4%	-18	0%	.	-3%	.	8%	.	8%	.
COc1cc(C2=NOC(C(=O)NCc3ccccn3)C2)cc(OC)c1OC (stereo not drawn)	6%	2	1%	3%	2%	-3%	1%	1%	3%	.
CN(C)c1ccc(NC(=O)CSc2n[nH]c(-c3ccncc3)n2)cc1	1%	.	7%	.	6%	3%	.	.	.	.
O=C(O)Cn1nnnc1SCC(=O)Nc1ccccc1F	23%	-1	3%	-9%	5%	-1%	-1%	1%	-1%	12%

Arranged by value in Menin-MLL TR inh (largest number first): some entries from above.
smiles,Menin-MLL TR inh
COCc1nnc(NC(=O)c2ccc3c(c2)OCO3)s1,2%
COc1ccc(-c2cc(C(=O)N3CCCC3)no2)cc1OC,1%
COCCn1c(=S)[nH]c2cc(C(=O)N3CCN(c4ccccc4OC)CC3)ccc2c1=O,-3%

Following part.
SMILES	a7 integrin act	TSHR antagonist	ASM inhibitor	MBNL1-CUG inh	TCR activator	PTAP TSG101 blk	AT treatment	CXXC DNA block	Mito fusion act	Menin-MLL TR inh
N#Cc1c(N)nc2c(c1-c1cccnc1)CCCCC2	-3%[7.66 µM]	-2	4%	4%	-3%	-4%	17%	2%	-4%	-6%
Cc1cc(C)n(CCN(C)C(=O)C2CCC(=O)N(CCN3CCOCC3)C2)n1 (stereo not drawn)	-2%	-4	5%	-1%	-2%	-1%	21%	12%	-2%	.
CS/C(=C\[N+](=O)[O-])Nc1ccc(C)cc1	-15%	15	1%	.	-2%	-2%	-1%	7%	2%	1%
O=C(Nc1nnc(C2CCCCC2)s1)C1CC(=O)N(c2ccccc2)C1 (stereo not drawn)	-6%	9	-6%	-5%	6%	-5%	-5%	7%	4%	4%
COc1ccc(-c2cc(C)no2)cc1S(=O)(=O)N1CCN(c2ccc([N+](=O)[O-])cc2)CC1	-29%	-28	-2%	6%	4%	-1%	6%	25%	-5%	?
CC(C)c1ccc(NC(=O)c2snc3ccc(Cl)cc23)cc1	-31%	-11	-23%	20%	1%[46.1 µM]	0%	9%	6%	?	?
Cc1cc(C)n(CC(=O)N/N=C/c2ccc3c(c2)OCO3)n1	8%	9	3%	6%	-3%[46.1 µM]	-5%	6%	-4%	-7%	-2%
CC12CCC(C(=O)N(c3ccccc3Cl)C1=O)C2(C)C (stereo not drawn)	7%	19	-3%	.	-2%	-1%	0%	7%	0%	-11%
O=C1/C(=C/c2cccc(Cl)c2)SC(=S)N1CCC(=O)N1CCCCC1CCO (stereo not drawn)	-63%[inhibitor]	20	-10%	15%	-2%	-2%	-3%	-12%	-6%	.
CCCCN(C(=O)c1ccncc1)c1c(N)n(CCC)c(=O)[nH]c1=O	21%	13	7%	.	-1%	2%	-14%	.	.	.
Cc1ccc(-n2[nH]c(C)c(C=Nc3ccc4[nH]c(=O)[nH]c4c3)c2=O)cc1	30%	-5	-23%	.	0%[46.1 µM]	-26%	-13%	9%	-2%	16%
Cc1ccc(NC(=O)Cn2cnc3c(nnn3Cc3ccc(F)cc3)c2=O)cc1	1%	-9	-5%	0%	6%	-1%	2%	-1%	-3%	9%
CCOC(=O)c1ccc(NC(=O)NCCN2CCCCC2)cc1	10%	26	0%	-11%	1%	-6%	10%	-4%	2%	-2%
CCOC(=O)c1[nH]c(C(=O)O)c(CCC(=O)OC)c1C	5%	-2	-5%	1%	2%	-6%	10%	3%	-2%	27%
O=S(=O)(c1ccc(Nc2ccc(-c3ccc4c(c3)OCCO4)nn2)cc1)N1CCCC1	-43%	.	-6%	60%[activator]	1%	-3%	.	11%	6%	-22%
CC(=O)Oc1ccc2c3c(c(=O)oc2c1C)CCCC3	24%	14	i	-2%	-3%	0%	-9%	-5%	16%	-8%
CCNc1nc(SCCOc2ccc(Br)cc2)nc(N(C)C)n1	42%	-21	-8%	4%	-1%	-1%	6%	13%	3%	-19%
O=C(CSc1nnc(NC(=O)c2ccc(F)cc2F)s1)NC1CC1	16%	7	6%	-1%	0%	-1%	-8%	49%[activator]	6%	2%
COc1ccc(CN(C)C(=O)COC(=O)c2c(C)nn(-c3ccc(F)cc3)c2Cl)cc1	-14%	-22	-4%	.	-5%	4%	1%	.	16%	.
Cc1ccc(C)c(NS(=O)(=O)c2ccc(OCC(=O)N3CCOCC3)cc2)c1	12%	-1	-1%	72%[activator]	2%[46.1 µM]	-5%	.	5%	-4%	19%
NC(=O)C1CCN(c2nc(-c3cccc(Cl)c3)cs2)CC1	.	-7&-12	-11%	.	-3%	-2%	-5%&2%	.	-25%	.
C/C(Cl)=C/CSc1nnc2n(N)c(=O)c3ccccc3n12	16%	2	1%	-6%	3%	-2%	3%	-14%	10%	-19%
CC(C)Sc1nc2c(c(=O)n1C)SC(C)C2 (stereo not drawn)	-2%	-3	4%	7%	1%	0%	-3%	7%	6%	-3%
Cc1noc(/C=C/N(C)C)c1S(=O)(=O)N1CCCC(C(=O)NCc2cccs2)C1 (stereo not drawn)	16%	8	2%	11%	1%	0%	13%	-2%	0%	?

Screens: PubChem, National Center for Advancing Translational Sciences (NCATS)
